HIF-2a inh = HIF-2a inhibition. inhibition, % at 18.8 µM. 786-0 RCC cells HIF-2a reporter, luciferase luminescence, overnight. actives 0.72% (n = 360,000);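 active = inhibition of the luminescence signal of 40% or more relative to plate controls, in a single-dose primary screen at 18.75 µM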
NR2E3 ag-1 = agonists of human nuclear receptor NR2E3. Q9Y5X4. GST-NR2E3/biotin-RetCOR TR-FRET, 1536-well. inhibition of corepressor binding, % at 4.78 µM. actives 0.12% (n = 320,000). AID 2300;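 active = percent inhibition above the cutoff of mean plus 3 SD of all tested compounds, set per screening campaign, cut at about 20% in these data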;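 also: 0% = DMSO wells and 100% = biotin wells as full block of FRET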
Target sequence (Q9Y5X4 whole entry, looked up): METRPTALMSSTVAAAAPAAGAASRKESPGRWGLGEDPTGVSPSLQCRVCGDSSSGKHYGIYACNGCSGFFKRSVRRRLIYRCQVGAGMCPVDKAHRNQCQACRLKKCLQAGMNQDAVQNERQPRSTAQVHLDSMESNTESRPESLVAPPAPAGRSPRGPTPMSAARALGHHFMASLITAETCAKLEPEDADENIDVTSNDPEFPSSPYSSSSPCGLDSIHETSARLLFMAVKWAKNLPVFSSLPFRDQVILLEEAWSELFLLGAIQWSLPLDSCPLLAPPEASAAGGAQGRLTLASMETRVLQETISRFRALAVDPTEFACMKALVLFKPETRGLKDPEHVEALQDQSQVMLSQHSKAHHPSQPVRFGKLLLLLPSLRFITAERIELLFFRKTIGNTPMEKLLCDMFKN
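Material: NR2E3–RetCOR corepressor complex / Amount: 1.35 nM GST-NR2E3 / Medium: Tris pH 7.5 / Compound: single nominal compound dose of 4.8 µM / Incubation: 5 h at 4 °C / Technique: TR-FRET, Eu(K)-anti-GST donor, streptavidin-D2 acceptor, ex 340, em 617/671 nm / Read-out basis: percent loss of FRET ratio relative to control wells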
Peg3 prom inh = reduces Peg3 promoter-driven luciferase expression in HeLa; HeLa PEG-Prom luciferase reporter, luminescence, overnight; inhibition, % at 20 µM; actives 1.7% (n = 360,000); AID 588405;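 active = inhibition of at least 50% at 20 µM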
C8 TRAIL sens = sensitizes caspase-8 expressing cells to TRAIL | inhibition (viability loss, TRAIL sensitization), % at 10 µM | NB7+C8 cells + TRAIL, ATPlite viability luminescence | actives 1% (n = 360,000);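 active = compounds causing at least 50% loss of cell viability in the single-dose screen, relative to plate controls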
NR2E3 ag-2 = human photoreceptor-specific nuclear receptor agonism | inhibition of corepressor binding, % at 3.98 µM | actives 0.35% (n = 360,000) | Q9Y5X4 | CHO-S Gal4-NCOR/VP16-NR2E3 two-hybrid, luciferase | AID 602229;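 active = inhibition above the mean of all tested compounds plus 3 SD, cut at about 70% in these data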;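 also: 0% = DMSO with NR2E3 transfected cells and 100% = cells lacking NR2E3 construct; higher means lower luciferase signal from less NR2E3 corepressor binding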
TWEAK-Fn14 inh = TWEAK-Fn14 signaling inhibition. TWEAK-stimulated Fn14 reporter cells, luciferase luminescence, 8 h. inhibition, % at 10 µM. actives 2% (n = 360,000). AID 1159606; in the data active = inhibition above about 50%
CF NFkB inh = inhibitors of cystic fibrosis induced NF-kB | KKLEB NF-kB-GFP reporter, PAF-induced, GFP fluorescence overnight | inhibition, % at 5 µM | actives 0.86% (n = 360,000) | AID 588850;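 active = at least 50% inhibition at 5 µM, scaled per plate between neutral and stimulator controls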;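 also: PAF is a Pseudomonas aeruginosa culture filtrate used as stimulus; plate controls were PAF-stimulated DMSO wells for no effect and unstimulated DMSO wells for full effect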
Shn3 inh set2 = inhibitors of Schnurri-3 3'UTR reporter in osteoblasts. Clone20 osteoblast Shn3 3'UTR firefly luciferase, 24 h. inhibition, % at 12.5 µM. actives 0.52% (n = 360,000);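 active = mean inhibition of at least 75% with every replicate also reaching 75%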;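 also: 0% = median of neutral control wells and 100% = pilot-screen positive control compound; some compounds past the cut are filed as inactive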
MITF TRPM1 inh = inhibitors of MITF-driven TRPM1 promoter in melanoma cells. actives 0.83% (n = 330,000). inhibition, % at 12.5 µM. SK-MEL-5 TRPM1 promoter luciferase, 24 h;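 active = mean inhibition across replicates of 60% or more, whatever share of single replicates reaches that level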; also: values of inactives mirror those of a sister screen read the other way
KKLEB cytotox = counter-screen for CF NF-kB inhibitors: cytotoxicity; AID 602141; actives 0.36% (n = 360,000); KKLEB CF airway cells viability, ATPlite luminescence, overnight; stronger effect = lower value; cells stimulated with P. aeruginosa culture filtrate; activity change (cytotoxicity), % at 5 µM;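 active = corrected activity change at or below -50% at 5 µM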
TROY NFkB inh = TROY signaling inhibition. Q293 LMP1-TROYcd NF-kB luciferase reporter, 4 h. inhibition, % at 10 µM. actives 0.98% (n = 360,000);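 active = compounds whose plate-normalised and pattern-corrected inhibition of the luciferase reporter signal at the single screening dose is 50% or more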
The depositor's hits bear a star; . = not tested or not shown; & = joins results of further samples.

SMILES	HIF-2a inh	NR2E3 ag-1	Peg3 prom inh	C8 TRAIL sens	NR2E3 ag-2	TWEAK-Fn14 inh	CF NFkB inh	Shn3 inh set2	MITF TRPM1 inh	KKLEB cytotox	TROY NFkB inh
CC(C)(C)NC(=O)C1CC(=O)OC12CCOC(C)(C)C2 (configuration not stated)	14	-1	-2	4	-9	-6	2	-11	9	-11	-5
C(=C\c1nc(-c2cccnc2)no1)/c1ccccc1	-299	-1	-273	2	-146	-19	10	-100	-82	9	-22
COC(=O)c1ccc(Sc2ccccc2NS(=O)(=O)c2ccc(NC(C)=O)cc2)nc1	-15	0	7	1	-19	-10	-10	21	-5	11	8
CCOC(=O)C1=C(C)Nc2nc(SCC(=O)OC)nn2C1c1cc(F)cc(F)c1 (configuration not stated)	21&16	0	-2&9	-20&-9	21&3	-7&10	-30&10	-22&-9	-4&-2	-1&-1	11&20
Cc1ccc(C(NC(N)=O)c2ccccc2C)cc1 (configuration not stated)	-9	-2	13	27	12	23	-9	-3	-2	0	20
CC(=O)c1cccc(N=Cc2c(O)c3ccccc3oc2=O)c1	-7	0	30	-3	13	36	13	25	6	2	15
C/C(=C\C(=S)Nc1ccccc1)Nc1cccc2ccccc12	-85	-6	-11	1	-67	30	-3	4	5	10	46
CCOc1ccc(CCNC(=O)c2cccc3c2C(=O)N(CCOC)C3)cc1OCC	9	2	5	-9	-6	-4	18	4	2	-4	-10
COc1ccc(CCCNC(=O)C2(C)Cc3c(-c4ccc(C(N)=O)cc4)ccnc3O2)cc1 (configuration not stated)	5	.	21	17	13	-18	-22	4	.	1	4
COc1cccc(-n2nnnc2SCC(=O)NCCc2ccc(OC)c(OC)c2)c1	8	1	4	-1	3	8	2	24	-14	5	-11
CC1CC1C(=O)OCC(=O)Nc1cccc(Br)c1 (configuration not stated)	-2	.	-32	-8	-3	-31	3	4	3	9	-59
COc1ccc(C(=O)Nc2ccc(Cl)cc2C(=O)NCc2ccco2)cc1	-68	1	-17	11	-24	6	29	16	9	-22	-26
CN(C)c1ccc2c(=O)cc[nH]c2c1	-6	.	-4	-5	4	3	20	8	.	2	5
CCOc1ccc(-c2nc(S(=O)(=O)c3ccccc3)c(NCc3cccnc3)o2)cc1	20	-1	24	6	-1	-5	-14	-12	-6	-6	-4
OCCC1CN(Cc2nc3c(s2)CCCC3)CCN1CCc1ccccc1 (configuration not stated)	4	0	-1	-7	7	2	1	15	8	10	5
CCCCN(C)C(=O)c1cccc(OC2CCN(CC(C)(C)C)CC2)c1	13	2	5	2	1	8	5	-20	7	2	2
COC(=O)c1ccc(C)c(NC(=S)NCc2ccc(Cl)cc2)c1	26	0	18	18	6	-1	-21	2	-2	11	10
O=C(NC(=O)c1ccccc1)Nc1ccc(Cl)cn1	-228	0	-271	23	-100	12	-17	-122	-43	-8	-22
O=C(Nc1ccccc1)N1CCSc2cc(Cl)ccc21	-42	-2	-22	-3	-42	-3	3	-21	-14	7	-10
CCCc1cc(=O)[nH]c(SCCOc2ccc(Cl)cc2)n1	-10	1	10	8	6	-12	20	4	-1	8	8
Cc1cc(C)n2nc(C(=O)Nc3cccc(S(=O)(=O)N4CCOCC4)c3)nc2n1	10	.	5	3	-19	-6	17	6	4	9	-19
Cn1c(=O)c2c(-c3ccccc3)n(-c3ccccc3F)cc2n(C)c1=O	5	.	25	1	5	5	23	6	.	-33	-1
Cn1ccnc1C(O)(c1nnc(-c2ccccc2)o1)C(F)(F)F (configuration not stated)	12	3	3	-13	-8	-2	-8	11	11	-7	16
CCCCn1c(N)c(N(Cc2ccccc2OC)C(=O)CCSC)c(=O)[nH]c1=O	19	.	26	5	0	9	4	4	0	8	-5
COc1cccc(NC(=O)CN(C)S(=O)(=O)c2ccc3c(c2)n(C)c(=O)c(=O)n3C)c1	0	1	10	4	6	0	-2	4	4	8	14
COc1cccc(CC(=O)Nc2ncc(C)s2)c1	-15	-1	-12	7	-2	26	-14	-8	2	11	-17
CCc1ccc(NC(=O)N2CCN(c3ccc(F)cc3)CC2)cc1	4	.	2	-4	-1	13	-4	19	4	-10	-2
CC1CCN(C(=O)CNC(=O)CNS(=O)(=O)c2ccccc2)CC1	12	2	5	-3	-16	9	2	-2	2	-17	11
CC(CN1CCCCC1)c1ccccc1 (configuration not stated)	12	2	-14	7	7	-1	10	5	4	-2	2
Cc1ccccc1OCCC(=O)OCC(=O)NC1CC1	10	-1	2	-2	-31	4	0	9	-1	1	-9
COc1ccccc1C(=O)NC(C)c1cccc2ccccc12 (configuration not stated)	13	2	2	1	-26	-34	10	13	13	-15	-16
Cc1cc([N+](=O)[O-])ccc1NC(=O)c1csc(C)c1C	-298	.	-388	29	-74	-27	-14	-134	-119	6	-12
COc1ccc2[nH]c3c(=O)n(/N=C/c4ccc(OC)c(CN5CCCC5)c4)c(C)nc3c2c1	-1	1	-18	-18	4	-28	-3	6	-6	3	-15
Cc1cc(C)cc(NC(=O)COC(=O)CC2CCCC2)c1	6	0	10	-5	-21	-19	12	5	2	-19	6
Cc1cccc(-c2cc(N)n(-c3ccccc3)n2)c1	-320	.	-302	24	-119	-4	12	-114	-86	-7	-50
Cc1occc1C(=O)N(Cc1nc(-c2ccccc2)no1)C(C)C	10	0	2	4	12	-1	-6	7	5	2	-16
N#CCN(CC#N)C(=O)C1c2ccccc2Oc2ccccc21	10	5	10	10	-7	1	8	5	15	-4	-7
CCOc1cc(NC(=O)c2cccs2)c(OCC)cc1NC(=O)c1ccccn1	16	2	9	4	-1	-16	22	3	18	-22	6
COc1ccc(CCNC(=O)CN(C)S(=O)(=O)c2ccc(OC)cc2)cc1	19	5	18	2	4	-1	-7	-15	5	3	-14
COc1ccc(NC(=O)CSc2nnc(-c3cccnc3)o2)cc1	-9	2	-23	-13	-5	-14	-1	-3	-3	-10	1
CC(C)C(=O)NCCc1nc(-c2ccccc2)no1	-50	1	-33	-14	-31	-8	-2	-16	-39	19	-39
Cc1ccc(S(=O)(=O)NCC(=O)OC(C)C(=O)NC(=O)NC2CCCCC2)cc1C (configuration not stated)	10	1	4	6	4	-10	-12	-5	3	-9	-12
CCCCCCC1/C(=N\NC(=O)c2ccccc2)CCC1C(=O)OC (configuration not stated)	-58	3	2	25	-71	-4	-19	13	-12	-1	-48
COc1ccc(CCNC(=O)COc2cccc3c2OC(C)(C)C3)cc1OC	18	-2	15	3	-4	-13	0	-4	-9	11	-1
CCOC(=O)NC(c1ccc(C(C)C)cc1)C(Cl)(Cl)Cl (configuration not stated)	15	-1	1	-14	-3	24	4	17	2	7	6
CCOCc1[nH]c(=S)[nH]c(=O)c1Cc1ccc(OCC)cc1	21	8	10	4	-7	12	7	-7	7	-5	11
O=C(NCc1cccs1)C1CC1	16	2	2	-5	-32	1	-7	-10	4	-11	20
Cc1ccc(C)c(NC(=S)Nc2cccnc2)c1	7	4	1	-2	7	-5	-6	-5	-1	3	4
CCN(CC)CCn1c(SCC(=O)Nc2ccc3c(c2)CCC3)nc2ccccc2c1=O	-81	4	-18	8	-143	-16	8	-29	-24	-25	-13
Cc1cccc(OC(=O)C2C(c3ccccc3)C(C(=O)O)C2c2ccccc2)c1 (configuration not stated)	23	5	33	-1	21	2	-8	-16	8	5	-11
Remaining list, next part.
SMILES	HIF-2a inh	NR2E3 ag-1	Peg3 prom inh	C8 TRAIL sens	NR2E3 ag-2	TWEAK-Fn14 inh	CF NFkB inh	Shn3 inh set2	MITF TRPM1 inh	KKLEB cytotox	TROY NFkB inh
Cc1ccc(NNC(=O)c2c(C)noc2C)cc1Cl	9	3	6	11	12	-5	0	22	4	5	-29
COc1cc(/C=C2\SC(=S)N(C(Cc3ccccc3)C(=O)O)C2=O)ccc1O (configuration not stated)	13	-3	9	5	-29	-15	-16	1	0	-4	10
COc1cc(OC)cc(C(=O)NC(C(=O)Nc2ccc3c(c2)OCO3)C(C)C)c1 (configuration not stated)	-7	-1	-11	0	-7	6	23	-3	7	-2	-7
O=c1nc2onnc2c(C=NO)[nH]1	14	.	11	7	-6	-12	-19	12	3	-2	21
COc1ccccc1NC(=S)NCc1cccs1	6	1	17	-1	0	6	11	1	-6	9	-9
COCCN1C(=O)N(c2ccc(OC)cc2)C(=O)C1CC(=O)Nc1cccc(F)c1 (configuration not stated)	24	.	4	15	-12	9	20	0	2	-7	-17
C/C(=N\NC(=O)c1c(Br)c(C)nn1C)c1cccc(NC(=O)c2ccccc2F)c1	-22	4	-39	10	-9	-13	-11	-5	-27	9	-42
O=C1CCCCC1Sc1nnc(Nc2ccccc2)s1 (configuration not stated)	-266	0	-231	9	-101	-5	-8	-83	-71	8	-50
C=C(C)C(=O)N1CC2(CC(c3cccc(NC(=O)/C=C\C)c3)=NO2)C[C@H]1C(N)=O (some centres not stated)	5	1	10	-15	-3	-6	-4	8	-5	9	5
CCCCNC(=O)COC(=O)c1cc(Br)ccc1Cl	8	-2	3	-9	-16	5	-4	6	-4	14	7

2 of the compounds above, with each value named.
> C/C(=N\NC(=O)c1c(Br)c(C)nn1C)c1cccc(NC(=O)c2ccccc2F)c1
- HIF-2a inh: -22
- NR2E3 ag-1: 4
- Peg3 prom inh: -39
- C8 TRAIL sens: 10
- NR2E3 ag-2: -9
- TWEAK-Fn14 inh: -13
- CF NFkB inh: -11
- Shn3 inh set2: -5
- MITF TRPM1 inh: -27
- KKLEB cytotox: 9
- TROY NFkB inh: -42
> O=C1CCCCC1Sc1nnc(Nc2ccccc2)s1 (configuration not stated)
- HIF-2a inh: -266
- NR2E3 ag-1: 0
- Peg3 prom inh: -231
- C8 TRAIL sens: 9
- NR2E3 ag-2: -101
- TWEAK-Fn14 inh: -5
- CF NFkB inh: -8
- Shn3 inh set2: -83
- MITF TRPM1 inh: -71
- KKLEB cytotox: 8
- TROY NFkB inh: -50

(continued)
SMILES	HIF-2a inh	NR2E3 ag-1	Peg3 prom inh	C8 TRAIL sens	NR2E3 ag-2	TWEAK-Fn14 inh	CF NFkB inh	Shn3 inh set2	MITF TRPM1 inh	KKLEB cytotox	TROY NFkB inh
Cn1c(=O)c(C(=O)CN2CCCCCC2)c(N)n(Cc2ccccc2)c1=O	23	1	0	-19	-7	-10	5	11	3	-2	8
CCOC(=O)CCP(=O)(O)C(O)c1ccccc1 (configuration not stated)	4	4	8	5	-29	-23	15	-4	5	2	-22
COc1ccc(CCN2C(=O)CCC2(C)c2nnnn2-c2ccc3c(c2)OCCO3)cc1OC (configuration not stated)	-3	.	.	-1	-10	-6	.	.	.	.	14
O=C(N/N=C/c1sc(N2CCCCC2)nc1-c1cccs1)C1CC1	-19	-1	-2	-9	1	17	-11	-16	-12	8	-8
COc1ccc(-c2c(C)n([O-])c3c([n+]2=O)CCCCC3)cc1	5	-1	4	5	0	2	17	-21	4	4	-8
CCOC(=O)c1ccc(OCCOc2cccc(C)c2)cc1	3	1	-11	-4	-3	-3	20	8	-1	-6	8
Cc1ccc(NC2=C(Cl)C(=O)OC2OC(=O)c2ccccc2C)cc1 (configuration not stated)	12	.	35	-2	-27	7	20	-13	14	-33	13

These rows are one share of the data; the hit share may differ from the screen's.
